# esBAF inh: SWI/SNF esBAF complex inhibition | reporter increase, % at 12.5 µM | mouse ES cells, Bmi1-luciferase knock-in reporter, 24 h; 100% = twice the neutral-well signal | AID 602393 | hit rate 2% among 350,000; in the data active = activation above about 40%;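 also: 0% = median of the plate's neutral control wells and 100% = double that signal; a rise in the Bmi1 reporter signal indicates esBAF inhibition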
# XiGFP reactiv: activators of X-chromosome reactivation in mouse fibroblasts; hit rate 0.055% among 360,000; activation, % at 7.58 µM; XiGFP mouse fibroblasts, % GFP-positive cells imaging, 3 d; cells co-treated with 5-aza-dC sensitizer; scaled so ellipticine positive control = 100%;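 active = mean normalized replicate activation at least 10% and every replicate at or above 10%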;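 also: 0% = median of on-plate neutral control wells and 100% = ellipticine 6 µM median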
#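 Assay system: SV40-immortalized XiGFP fibroblast cells, line 68-5-11; buffer or medium: DMEM plus 5-aza-dC sensitizer; compound: one concentration, pinned; timing: compounds 3 days, fix/stain 15 min at room temperature; benchmarks: positive control ellipticine, 6 µM final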
# EWS-Fli block: EWS/Fli transcriptional activity inhibition; inhibition, % at 12.6 µM; AID 651661; A673 NR0B1-luciferase reporter, viability-normalised; hit rate 0.67% among 350,000;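 active = mean inhibition of at least 50% after viability correction, with every replicate also passing that limit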;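 also: firefly luciferase signal divided by Alamar Blue viability fluorescence both relative to DMSO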
# FN deposit inh: fibronectin deposition inhibition | AH1F fibroblasts, Alexa488-fibronectin deposition fluorescence, overnight | inhibition, % at 12.6 µM | hit rate 0.086% among 350,000;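 active = mean inhibition across replicates of 30% or more, regardless of how many single replicates reach that level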;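 also: positive control wells lacked labelled fibronectin entirely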
#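 Assay system: AH1F fibroblast monolayer, labelled fibronectin deposition. Amount: 10000 cells per well. Also added: labelled fibronectin 24 nM. Compound: single-point pinned compound. Incubation: cell attachment 1 h, compound and FN exposure overnight. Detection: fluorescence after three HBSS washes, excitation 485 nm, emission 525 nm. Read-out: inhibition of fibronectin deposition signal.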
# RAD54 branch: blocks human RAD54 Holliday junction branch migration | Q92698 | hit rate 0.14% among 360,000 | inhibition, % at 10.4 µM | FAM/BHQ fluorescence;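 active = mean normalized replicate activity at least 40 and at least half of replicates scoring 40 or more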;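 also: 0% = median of neutral control wells and 100% = median of positive control wells; inhibitors cause a drop in the FAM fluorescence signal; in these data hits start at about 50%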
# S100A4 inh HTS: S100A4-myosin IIA interaction inhibition; P26447; S100A4/TAMRA-MyoIIA peptide fluorescence polarization; inhibition, % at 10.7 µM; hit rate 0.14% among 360,000;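 active = mean inhibition of at least 70% across replicates, with every replicate also reaching that level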
# Target sequence (P26447 whole entry, looked up): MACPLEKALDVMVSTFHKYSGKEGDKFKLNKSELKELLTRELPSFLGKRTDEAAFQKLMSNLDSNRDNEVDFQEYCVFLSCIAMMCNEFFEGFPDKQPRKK
#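 Assay system: human S100A4 monomer with TAMRA-labelled myosin IIA peptide / Buffer or medium: Calcium-containing HEPES buffer, pH 7.2 / Reagent: TAMRA-labelled myosin IIA heavy-chain peptide probe, 5 nM / Compound: one dose per compound / Timing: polarization read 5 min after assay mix addition, stable 5–60 min / Benchmarks: neutral control DMSO, positive control TFP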
# RAD52 inh: inhibitors of human RAD52 DNA annealing; recombinant RAD52 DNA annealing, FRET fluorescence; hit rate 0.46% among 360,000; AID 651710; inhibition, % at 18.7 µM;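 active = every replicate showing at least 50% inhibition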
# Target sequence (P43351 whole entry, looked up): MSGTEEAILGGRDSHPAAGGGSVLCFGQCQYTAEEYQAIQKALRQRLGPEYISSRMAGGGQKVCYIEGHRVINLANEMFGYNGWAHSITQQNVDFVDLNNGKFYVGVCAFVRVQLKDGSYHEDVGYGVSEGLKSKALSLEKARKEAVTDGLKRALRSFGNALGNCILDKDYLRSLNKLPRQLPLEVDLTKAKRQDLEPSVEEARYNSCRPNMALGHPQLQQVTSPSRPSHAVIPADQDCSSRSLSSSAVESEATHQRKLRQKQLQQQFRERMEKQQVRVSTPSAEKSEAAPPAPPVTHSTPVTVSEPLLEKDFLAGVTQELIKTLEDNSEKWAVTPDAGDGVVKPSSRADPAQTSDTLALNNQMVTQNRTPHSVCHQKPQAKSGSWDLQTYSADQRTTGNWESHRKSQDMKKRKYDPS
# E-sel inducer: induces E-selectin expression in human endothelial cells; HUVEC E-selectin immunofluorescence imaging; normalized: neutral wells 0, TNF-alpha wells 100; activation, % at 7.58 µM; P16581; AID 686992; hit rate 0.37% among 260,000;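 active = mean E-selectin-positive cell signal at least 10% of the positive control, reached in at least 60% of replicates, without over 20% cell loss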;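 also: in these data hits start at about 27%; measured in HUVEC primary endothelial cells; signal is the percent of cells scored E-selectin positive by PE staining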
#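 Test system: HUVEC; input: 3,000 HUVEC/well; measured by: immunofluorescence imaging; read-out: % PE-positive cells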
# * marks the source's active call; other numbers are inactive results; x = not tested or not shown; & = joins results of further samples.
SMILES,esBAF inh,XiGFP reactiv,EWS-Fli block,FN deposit inh,RAD54 branch,S100A4 inh HTS,RAD52 inh,E-sel inducer
CS(=O)(=O)N1C[C@H](O)COC[C@@H]2O[C@@H](CC(=O)NCCc3ccncc3)CC[C@H]21,-3,0.2,0,-4,-8,-1,-26,0.0
COC(=O)c1ccccc1NCc1cc(=O)oc2cc(O)c(O)cc12,1,0.0,28,14,7,5,-18,1.3
OCCNc1cc(Cl)ncn1,x,0.0,3,-1,x,3,-6,0.0
C[C@@H]1CN([C@@H](C)CO)C(=O)c2cc(/C=C/c3ccccc3)cnc2O[C@H]1CN(C)C(=O)C1CCCCC1,-1,-1.0,-5,x,-6,9,-5,0.2
O=C(Nc1cc(C(F)(F)F)ccc1Cl)c1cccc(N2C(=O)CCC2=O)c1,-3,0.2,1,5,2,-10,-14,0.6
O=C(C[C@H]1C[C@@H]2c3cc(NC(=O)Nc4ccccc4)ccc3O[C@@H]2[C@H](CO)O1)NCC1CC1,3,0.2,2,2,0,-2,-3,-0.7
CCc1cccc2c1NC(=O)C21OCCO1,1,0.2,0,2,11,1,-15,x
COc1ccccc1CCn1cnc(-c2ccc(OC)c(OC)c2)c1CC(C)C,x,-0.2,35,-5,x,1,-12,-0.5
C[C@H](CO)N1C[C@H](C)[C@H](CN(C)S(=O)(=O)c2ccc(Cl)cc2)Oc2ccc(NS(=O)(=O)c3ccc(Cl)cc3)cc2CC1=O,-4,0.1,-6,x,2,4,8,1.1
COc1ccc(C#Cc2ccc3c(c2)[C@@H]2[C@@H](CCN2C(=O)c2ccncc2)[C@@H](CO)N3)cc1,5,0.1,0,2,-11,x,x,3.9
O=C(c1ccc(S(=O)(=O)Cc2ccccc2F)c([N+](=O)[O-])c1)N1CCCC1,x,0.0,16,-2,x,3,-5,0.1
O=C(CC1CC1)N1CC(=O)N2[C@H](CO)[C@@H](c3ccc(C#Cc4ccccc4)cc3)[C@@H]2C1,x,0.5,-7,x,x,6,-19,-0.9
C[C@@H]1CN([C@@H](C)CO)C(=O)c2cccc(NS(C)(=O)=O)c2O[C@@H]1CN(C)C(=O)Nc1ccccc1,4,0.1,0,-4,-3,9,-8,-17
CCC1C(=O)NCCN1C(=O)c1ccccc1OC1CCN(S(C)(=O)=O)CC1 (stereo unspecified),x,0.0,-2,x,x,1,-6,x
Cc1csc(-c2ccc3cc(Cl)cc(Cl)c3n2)n1,71*,0.1,-66,-1,-2,-4,-39,x
O=C(CCN1CCCCC1)N[C@H]1CC[C@@H](CCNC(=O)c2cc(Cl)cc(Cl)c2)O[C@@H]1CO,7,0.6,4,2,-2,1,-15,-0.4
Cc1cc(-c2nc3ccccc3[nH]2)ccc1N,12,0.2,-35,-12,45,1,19,x
C[C@@H]1CN([C@H](C)CO)C(=O)c2cc(NC(=O)CCC(F)(F)F)ccc2O[C@@H](C)CCCCO[C@@H]1CN(C)S(C)(=O)=O,-3,0.0,-3,x,-13,15,-2,0.3
Cc1ccc(N(C)C(=O)N2CCN(S(=O)(=O)c3ccc(C)cc3)CC2)cc1,19,0.0,-29,11,1,4,-3,-0.3
CCc1nc2ccc(C(=O)N3CCN(C(=O)c4ccco4)CC3)cn2c1N(C)C(=O)c1cccc(OC)c1,-1,0.1,-4,4,8,-13,-17,-0.1
Cc1ccc(C)c(CNC(=O)Nc2ccccc2)c1,51*,0.5,-110,2,x,-3,-9,x
CCc1nc2ccccc2[nH]c1=O,x,0.1,-3,5,x,-5,-10,13
CC(C)CN(CCCNC(=O)CC1Oc2ccccc2NC1=O)CC(C)C (stereo unspecified),-5,x,0,x,8,8,-13,x
CC(C)CCCN1CCN=C1N(C)C,-2,0.1,-6,-4,2,3,-21,-0.1
O=C(CSc1nc2ccccc2c(=O)[nH]1)c1ccccc1,32,x,-15,x,0,0,-2,x

# 3 of the entries above in order of the S100A4 inh HTS value, highest first:
compound	esBAF inh	S100A4 inh HTS	RAD52 inh
C[C@@H]1CN([C@H](C)CO)C(=O)c2cc(NC(=O)CCC(F)(F)F)ccc2O[C@@H](C)CCCCO[C@@H]1CN(C)S(C)(=O)=O	-3	15	-2
C[C@@H]1CN([C@@H](C)CO)C(=O)c2cc(/C=C/c3ccccc3)cnc2O[C@H]1CN(C)C(=O)C1CCCCC1	-1	9	-5
OCCNc1cc(Cl)ncn1	x	3	-6

# (cont.)
SMILES,esBAF inh,XiGFP reactiv,EWS-Fli block,FN deposit inh,RAD54 branch,S100A4 inh HTS,RAD52 inh,E-sel inducer
Cc1noc(C)c1C(=O)N(C)Cc1ccccc1,x,0.1,1,-5,x,3,-10,x
Cc1ccc(-n2nnnc2SCC(=O)N2CCNC2=O)cc1C,-3,0.0,-5,6,-6,0,-15,0.5
C[C@@H]1CN([C@@H](C)CO)C(=O)c2cc(C#CC3(O)CCCC3)cnc2O[C@@H]1CN(C)C(=O)CN(C)C,-4,-0.5,-12,-4,9,-14,-14,0.7
CCOC(=O)c1c(C)[nH]c(C)c1S(=O)(=O)N1CCCCC1,-5,0.0,-13,-16,-3,-7,-15,x
CC1CCCC(C)N1C(=O)COC(=O)c1cc(-c2cccs2)nn1-c1ccccc1 (stereo unspecified),0,-0.1,-4,-4,-6,-4,-15,x
O=C(CSc1ccc(F)cc1)Nc1ccc(C2SCCS2)cc1,45*,0.0,-83,24,-9,-7,-14,x
O=C1C=C(Nc2ccccc2)c2ccccc2C1=O,x,0.2,2,11,x,-2,-15,x
Cc1ccc([N+](=O)[O-])cc1-c1ccc(/C=C(\C#N)c2[nH]nc(N)c2C#N)o1,83*,0.2,-74,2,3,5,-10,x
Cn1nc(C(F)(F)F)c2cc(C(=O)N3CCOCC3)sc21,x,-0.5,6,2,x,-5,3,3.1
CO[C@H]1CN(C)C(=O)c2cc(NC(=O)NC(C)C)ccc2OC[C@@H](C)N(CC2CC2)C[C@@H]1C,-6,0.3,-12,4,-5,-3,-7,0.0
O=C(Nc1ccc(C(=O)c2ccccc2)cc1)c1ccccc1,61*,0.1,-108,-1,-1,-7,-5,0.2
NC1=NC(=O)S/C1=C\c1ccc(F)cc1,x,0.3,1,x,x,-4,-4,0.5
C=CCCC(=O)N1CCC(n2nccc2NC(=O)CCCc2ccccc2)CC1,x,0.0,-18,0,6,-6,-14,x
NS(=O)(=O)c1ccc(CCNC(=O)COC(=O)CC(c2ccccc2)c2ccccc2)cc1,x,0.3,17,-14,x,-3,-7,x
C[C@@H]1CCCCO[C@H](CN(C)C(=O)CCCN(C)C)[C@@H](C)CN([C@H](C)CO)C(=O)c2cc(NC(=O)Cc3ccccc3)ccc2O1,-8,-0.1,-2,6,4,3,14,x
COCC(=O)N(C)C[C@H]1Oc2cc(C#CCC3CCCC3)ccc2S(=O)(=O)N([C@H](C)CO)C[C@H]1C,-2,0.5,-6,x,4,2,-7,-0.2
C(=N\N1CCN(Cc2ccccc2)CC1)/c1ccccc1,30,0.0,-42,-1,x,-5,-12,1.8
C[C@H](CO)N1C[C@H](C)[C@H](CN(C)Cc2ccc(C(F)(F)F)cc2)Oc2c(NS(=O)(=O)c3ccc(Cl)cc3)cccc2C1=O,-2,2.9,60*,6,-2,7,-11,0.4
Cc1cc(Br)cn2c(Cc3ccccc3C(F)(F)F)c(-c3cccc(Cl)c3)nc12,x,-0.1,-3,-4,x,-4,-17,0.2
COc1ccc(CNCc2ccc(F)cc2)c(OC)c1,3,0.1,9,5,6,5,-10,x
Cn1cc(Br)c(C(=O)N/N=C/c2cc3c(cc2Cl)OCO3)n1,47*,0.0,x,-2,9,-1,-4,0.0
CCS(=O)(=O)Nc1ccc2c(c1)C(=O)N(C)C[C@@H](OC)[C@H](C)CN(C(C)=O)[C@@H](C)CO2,0,-0.2,1,7,8,-2,1,0.0
COc1ccc(NC(=O)Cn2nnc(C(=O)NCCc3ccccc3)c2N)c(OC)c1,-1,0.7,x,0,3,-6,-6,x
COC(=O)Cc1ccc(NC(=S)NCc2cccc(OC)c2)cc1,-8,0.0,-6,-2,x,-8,-14,x
Cc1cc(C(C)(C)C)cc(C)c1N,2,-0.1,x,5,2,x,x,x

# One compound at a time (already shown). Values in the order: esBAF inh, XiGFP reactiv, EWS-Fli block, FN deposit inh, RAD54 branch, S100A4 inh HTS, RAD52 inh, E-sel inducer
# `O=C1C=C(Nc2ccccc2)c2ccccc2C1=O` is entered as x, 0.2, 2, 11, x, -2, -15, x
# `CCC1C(=O)NCCN1C(=O)c1ccccc1OC1CCN(S(C)(=O)=O)CC1` (stereo unspecified) is entered as x, 0.0, -2, x, x, 1, -6, x
# `COc1ccc(NC(=O)Cn2nnc(C(=O)NCCc3ccccc3)c2N)c(OC)c1` is entered as -1, 0.7, x, 0, 3, -6, -6, x
# `NC1=NC(=O)S/C1=C\c1ccc(F)cc1` is entered as x, 0.3, 1, x, x, -4, -4, 0.5

# Further structures:
SMILES,esBAF inh,XiGFP reactiv,EWS-Fli block,FN deposit inh,RAD54 branch,S100A4 inh HTS,RAD52 inh,E-sel inducer
CN(C)CC(=O)N[C@@H]1CC[C@@H](CCNC(=O)Nc2ccc(C(F)(F)F)cc2)O[C@@H]1CO,2,0.4,-10,x,2,-29,13,0.1
CO[C@@H]1CN(C)C(=O)c2cc(NC(=O)c3cnccn3)ccc2OC[C@H](C)N(C(=O)C2CC2)C[C@H]1C,-4,0.2,-10,1,-6,-2,-20,-0.1
CCOCCCNC(=O)C(c1ccc(OC)cc1)N(Cc1cccs1)C(=O)CNC(C)=O (stereo unspecified),x,-0.1,-4,x,x,-1,-18,x
C[C@@H]1CCCCO[C@@H](CN(C)S(=O)(=O)c2ccc(F)cc2)[C@H](C)CN([C@H](C)CO)C(=O)c2cc(NC(=O)Nc3ccc(F)cc3)ccc2O1,11,0.4,7,-5,-11,x,x,0.6
Cc1cccc(CSCc2ccc(C(=O)NC(C)C)o2)c1,20,0.4,10,2,-1,0,-18,-0.3
Cc1cccc(C(=O)NCC(=O)NNC(=O)c2ccccc2O)c1,9,-0.1,-8,9,7,-3,-3,x
Clc1ccc(-n2cc(COCc3ccccc3)nn2)cc1,x,0.0,-26,5,x,0,-5,-0.7
CCCN(C)C[C@@H]1OCCCC[C@@H](C)Oc2ccc(NC(=O)Nc3ccccc3)cc2C(=O)N([C@H](C)CO)C[C@@H]1C,-7,0.6,-8,0,-1,-4,18,-0.2
Cc1ccc(CN(C)C[C@H]2OCc3cnnn3CCCC(=O)N([C@@H](C)CO)C[C@@H]2C)cc1,3&-2,-0.1&0.2,0&7,4&1,-1,-3&-12,-12&5,0.6&0.2
CN1C(=O)c2cc(NC(=O)c3cccc(F)c3)ccc2OC[C@@H]2O[C@@H](CC(=O)NCC3CCCCC3)CC[C@@H]21,14,0.0,15,6,3,12,-2,0.0

# High-throughput results from PubChem.
